FUS yeast rescue: rescues growth of FUS-expressing yeast; S. cerevisiae FUS-expressing, growth rescue, OD600, 24 h; Potency, µM (titrated, usually from 76.6 µM), without a hit: at the highest dose growth rescue (activation), most hits filed as activators; hit rate 0.24% among 390,000;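 also: potency is read from the fitted curve at half-maximal effect; plate controls were DMSO vehicle for no effect and reference control for full effect; nearly all actives have a fitted effect of over 55% in size; some results filed as inactive show a strong effect at the top dose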
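Cultures pregrown in 2.5% raffinose medium are shifted to minimal medium containing 2% galactose to express toxic FUS. Compounds are tested at several concentrations. After 24hr at 30C, growth is quantified at 600 nm absorbance.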
aSyn rescue: inhibitors of alpha-synuclein toxicity in yeast; Yeast expressing alpha-synuclein, growth rescue, BacTiter-Glo, 24 h; Potency, µM (titrated, usually from 46.1 µM), for the others: at the highest dose growth rescue (activation), hits mostly activators; hit rate 0.14% among 370,000; AID 652106; also: potency is read from the fitted curve at half-maximal effect; % of control where 0% means no effect; nearly all actives have a fitted effect of over 65% in size
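Screening used galactose-induced yeast with toxic alpha-synuclein levels, exposed to compound for 24 hr at 30 deg C. Cell growth, read with BacTiter-Glo luminescence, gave the measured signal.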
GLP1R ag: GLP-1 receptor (human) agonism. P43220. HEK293 GLP-1R CRE-luciferase, luminescence, 4-6 h; cells express a hypersensitive GLP-1R form. Potency, µM (titrated, usually from 45.6 µM), for inactives: at the top dose activation, most hits filed as activators. hit rate 0.007% among 380,000. AID 624172; also: potency is read from the fitted curve at half-maximal effect; % of control where 0% means no effect
Target sequence (P43220 whole entry, looked up): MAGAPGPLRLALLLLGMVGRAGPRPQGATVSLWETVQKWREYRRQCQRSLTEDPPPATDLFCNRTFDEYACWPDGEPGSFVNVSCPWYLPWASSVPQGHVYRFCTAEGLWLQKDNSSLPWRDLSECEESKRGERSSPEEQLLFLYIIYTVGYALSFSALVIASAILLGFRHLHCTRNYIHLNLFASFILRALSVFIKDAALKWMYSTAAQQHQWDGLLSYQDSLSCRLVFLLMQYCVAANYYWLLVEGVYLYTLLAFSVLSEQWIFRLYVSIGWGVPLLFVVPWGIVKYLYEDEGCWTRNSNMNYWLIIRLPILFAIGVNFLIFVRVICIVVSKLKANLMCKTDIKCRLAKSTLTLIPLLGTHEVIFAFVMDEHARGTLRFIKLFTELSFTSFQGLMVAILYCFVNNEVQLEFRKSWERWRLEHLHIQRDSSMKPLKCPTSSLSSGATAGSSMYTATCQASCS
Abeta rescue: A-beta toxicity reversal in yeast; yeast expressing A-beta42, growth rescue, OD600, 48 h; response scale: 0% DMSO, 100% iron-clioquinol control; Potency, µM (top dose mostly 46.1 µM), for the others: top-dose growth rescue, hits mostly activators; hit rate 0.063% among 410,000; AID 1347071; also: potency is read from the fitted curve at half-maximal effect; nearly all actives have a fitted effect of over 55% in size
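Growth rescue measured by 600 nm absorbance after 48 h yeast culture at 30 C with compound. Values normalized between DMSO and an equimolar ferric chloride plus clioquinol control.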
TDP43 rescue: rescues yeast growth from TDP-43 toxicity; hit rate 1.8% among 410,000; Potency, µM (doses to about 46.1 µM), without a hit: at the top dose growth rescue (activation), usual class: activators; TDP-43 expressing yeast growth rescue, BacTiter-Glo, 24 h; also: potency is read from the fitted curve at half-maximal effect; % of control where 0% means no effect; nearly all actives have a fitted effect of over 50% in size
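Yeast expressing TDP-43 (pregrown in raffinose, seeded at OD600=0.02 in galactose medium) exposed to compounds 24 hr at 30 deg C. Growth read by BacTiter-Glo luminescence; rescue of toxicity appears as increased signal.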
pAkt inh: Akt phosphorylation inhibition; activity change, % for hits at 50 µM; hit rate 0.32% among 360,000; Neuro2A IGF-stimulated pAkt S473 HTRF, 20 min; stronger effect = lower value; in the data active = activity change below about -80%; inconclusive = mostly about -51% to -80%; also: % is scaled to controls: 0 for no effect and ±100 for the full control effect
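Neuro2A cells (4,500/well, DMEM with 0.5% FBS) were treated with compound at a single 50 µM final concentration, stimulated with 6 nM IGF for 20 min at 37 °C, and lysed. Phospho-Akt Ser473 was read by HTRF as 665/615 ratio ×10^4.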
GLP1R inv ag: acts as inverse agonist at human GLP-1 receptor | AID 624417 | P43220 | HEK293 GLP-1R CRE-luciferase, luminescence, 24 h; GLP-1R form is constitutively active | Potency, µM (titrated, usually from 38.3 µM), for the others: at the top dose activity change, negative = inhibition, most hits filed as inhibitors | hit rate 1.6% among 410,000; also: potency is read from the fitted curve at half-maximal effect; % is scaled to controls: 0 for no effect and ±100 for the full control effect; nearly all actives have a fitted effect of over 55% in size
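Readout was luciferase luminescence, measured 12 min after detection reagent at room temperature. Beforehand, GLP-1R reporter HEK293 cells had sat 12 h, then received compounds for 24 hr at 37 deg C.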
DRD3 antagonist: blocks the human D3 dopamine receptor; P35462; D3R cells, DiscoveRx beta-arrestin luminescence, antagonist mode; stronger effect = lower value; max response, negative = inhibition, %; hit rate 2.5% among 360,000; in the data active = max response below about -50%; inconclusive = no clear call, values can overlap the other calls; also: % is scaled to controls: 0 for no effect and ±100 for the full control effect; mostly tested at two doses, the higher about 12 µM
Target sequence (P35462 whole entry, looked up): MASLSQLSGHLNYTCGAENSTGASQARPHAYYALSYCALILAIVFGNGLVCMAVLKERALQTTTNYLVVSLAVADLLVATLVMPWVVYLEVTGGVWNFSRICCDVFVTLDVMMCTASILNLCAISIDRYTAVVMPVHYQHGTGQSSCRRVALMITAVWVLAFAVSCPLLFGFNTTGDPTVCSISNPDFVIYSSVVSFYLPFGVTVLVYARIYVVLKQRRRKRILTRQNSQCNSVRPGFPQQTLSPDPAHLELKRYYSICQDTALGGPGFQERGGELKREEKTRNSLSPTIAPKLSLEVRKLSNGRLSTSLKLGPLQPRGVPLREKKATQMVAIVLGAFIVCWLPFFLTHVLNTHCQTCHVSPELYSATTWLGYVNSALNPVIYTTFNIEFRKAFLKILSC
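Cells expressing the human receptor were seeded at 1500 cells/well, incubated overnight at 37 degrees C in 5% CO2, then exposed to library compounds with dopamine controls for 90 minutes at 37 degrees C before luminescent detection.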
PTHR1 agonist: PTHR1 (human) receptor agonism; HEK293 GP2 PTHR1 cells, GloSensor cAMP luminescence, 1 h; Potency, µM (highest dose often 115 µM), for the others: top-dose activation, usual class: activators; hit rate 0.075% among 410,000; also: potency is read from the fitted curve at half-maximal effect; nearly all actives have a fitted effect of over 55% in size; some results filed as inactive show a strong effect at the top dose; inactives centre near -15; many of its hits are not listed in these tables
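HEK-293-derived GP2 cells expressing PTHR1 and a GloSensor cAMP reporter, 3,000/well, plated overnight, given luciferin plus IBMX (each 0.5 mM as added) for 1 h at 37 °C, then compound for 1 h at 37 °C. Luminescence was read after 15 min at room temperature.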
* hit, by the source's call; i = inactive; ? = inconclusive; / = not tested or not shown; [ ] = another dose, or the depositor's remark. Unless noted, calls follow the shape of the dose curve; as a rule, active = well fitted curve in the direction sought with a large enough effect; inconclusive = small, poorly fitted or top-dose-only effect, or another doubt; inactive = no such curve, though single readings can be large; an effect the other way counts as inactive or inconclusive. An excerpt (hit frequency here may not be typical).

SMILES | FUS yeast rescue | aSyn rescue | GLP1R ag | Abeta rescue | TDP43 rescue | pAkt inh | GLP1R inv ag | DRD3 antagonist | PTHR1 agonist
CC(C)CN(CC(C)C)C(=S)NC1CCCCC1 | 35% | -10% | 2% | ? | -20% | i | ? | -12 | i
Cc1cccc(C)c1-n1ncc(C(=O)NCCN2CCOCC2)c1C1CCN(C(=O)OC(C)(C)C)CC1 | 4% | / | / | -3% | 2% | / | 5% | / | i
S=c1[nH]nc(Cc2cccs2)n1-c1cccc2ccccc12 | / | 8% | 7% | 8% | 6% | i | -16% | -23 | i
CCN(CC)CCN1C(=O)C2C(C(=O)Nc3ccc(C(C)C)cc3)C3C=CC2(O3)C1C(=O)NC1CCCCC1 (configuration not stated) | 1% | 0% | 4% | 1% | 19% | i | ? | 3 | i
CCc1ccccc1NC(=O)CN1C(=O)C2CCCN2c2ccc(S(=O)(=O)N(CC)CC)cc21 (configuration not stated) | ? | / | / | -4% | 6% | / | 2% | / | 23%
COc1ccc(C)cc1S(=O)(=O)N1CCCC(C(=O)NC2CC2)C1 (configuration not stated) | / | 1% | -2% | 7% | -4% | i | 13% | 1 | -23%
O=C(CSc1nnc2ccc(-c3cccnc3)nn12)Nc1ccc(F)cc1F | -29% | -5% | 4% | -14% | -8% | i | 25% | 6 | -15%
C=CCn1c(SCCCc2ccccc2)nc2c1c(=O)[nH]c(=O)n2C | 8% | ? | 13% | 0% | ? | i | 54%[activator] | 50 | -8%
Cc1nnc(Sc2nc3c(c(=O)[nH]c(=O)n3C)n2CCc2ccccc2)s1 | -11% | -1% | -4% | -10% | -6% | i | 13% | -3 | i
CCOC(=O)c1cnc(-n2nc(C)cc2C)nc1Nc1ccc(OC)cc1 | 5% | 4% | -4% | -10% | ? | i | -6% | -14 | i
O=C1CCCC2=C1Sc1ccccc1N2 | -1% | -3% | 2% | -4% | 20% | i | 3% | -27 | i
CC(C)c1nc2oc3c(N4CCNCC4)ncnc3c2c2c1CCC2 | 7% | -3% | 12% | 7% | 1% | i | 24% | 0 | -19%
CN(CCC#N)C(=O)COC(=O)c1ccc2[nH]c3c(c2c1)CCCC3 | 15% | 2% | 22% | -15% | -11%[9.22 µM] | i | ? | -9 | -4%
CCNC(=S)Nc1cc(OCC)c(N2CCOCC2)cc1OCC | 3% | -2% | -1% | 7% | 11% | i | 9% | 7 | -16%
Cc1cccc(C(=O)O[C@H]2[C@H](Cc3ccccc3)NS(=O)(=O)[C@H]3CC4C=C[C@]23O4)c1 | ? | 4% | 0% | 10% | 5% | i | -8% | 4 | -8%
O=C1c2ccccc2C(c2nnnn2-c2ccc3c(c2)OCCO3)N1Cc1ccccc1 (configuration not stated) | 11% | 2% | 12% | 13% | 22% | i | -11% | 13 | -25%
COc1cc(/C=C/C(=O)NCc2ccccn2)cc(OC)c1OC | / | 2% | 1% | 3% | 11% | i | 24% | -5 | i
CN(C)CCNC(=O)c1ccc(CS(=O)(=O)c2ccc(Br)cc2)o1 | -9% | 0% | -5% | -13% | 16% | i | -5% | -14 | 4%
CC1=C(C(=O)OC2CCCCC2)C(c2ccc(O)cc2)NC(=O)N1 (configuration not stated) | 6% | -2% | 16% | -15% | -3% | i | 14% | 7 | -3%
C=CCN1CCN(C(CC(C)C)c2nnnn2CCOC)CC1 (configuration not stated) | -10% | 0% | -14% | 8% | 7% | i | 1% | 24 | i
CC1Cc2ccccc2N1C(=O)COC(=O)c1cccc(Br)c1 (configuration not stated) | 2% | ? | 10% | 10% | 20% | i | ? | -5 | -56%[inhibitor]
CC(=O)c1ccc(OCc2cc(C(=O)N(C)Cc3nc4c(C)cccc4[nH]3)no2)cc1 | 24% | -2% | 1% | -9% | 8% | i | 1% | 16 | -31%[inhibitor]
Cc1ccnc(N2C(=O)c3ccccc3C2O)c1 (configuration not stated) | -30% | -21% | 0% | -34% | -9% | i | ? | 0 | -76%[inhibitor]
CN(C(=O)c1nn(C)c2c1COc1ccccc1-2)c1cccc(C(F)(F)F)c1 | 17% | / | / | -3% | ? | / | 8% | / | i
N/C(=N\N=C\c1ccc(O)cc1)c1nonc1N | 8% | -4% | 17% | 1% | -4% | i | 9% | -19 | -19%
Cc1ccc(CNC(=O)c2cnc(-c3ccccn3)nc2C(F)(F)F)cc1 | 33% | -1% | 5% | -14% | 10% | i | -1% | -4 | -20%[57.5 µM]
O=[N+]([O-])c1ccc(N2CCN(S(=O)(=O)c3ccccc3)CC2)cc1 | 5% | 4% | -3% | -3% | -15% | i | 5% | -26 | -68%[inhibitor]
CC1(C)CC(=O)c2c(O)cc(OCC(=O)N3CCN(c4ccc(F)cc4)CC3)cc2O1 | 17% | 19% | 3% | -6% | 3% | i | ? | -2 | -46%
OC(c1cccc(Cl)c1)c1ncc(-c2cccc(C(F)(F)F)c2)[nH]1 (configuration not stated) | -5% | 0% | 8% | 14% | 0% | i | ? | 0 | -2%
CCOc1cc(/C=C(\C#N)C(N)=O)ccc1OS(=O)(=O)c1ccccc1 | / | -1% | -16% | 4% | 3% | i | 11% | 17 | i
O=C1Nc2cc(Cl)c(Cl)cc2N(O)N1c1cccc(Cl)c1 | 45% | 1% | 0% | -3% | -18% | / | 3% | -23 | i
COc1ccc(N2CCN(C(c3nnnn3CCc3ccccc3)C(C)C)CC2)cc1 (configuration not stated) | 7% | 3% | 0% | -2% | 18% | i | ? | -7 | -12%
Cc1cc(Cl)ccc1NS(=O)(=O)c1cc2[nH]c(=O)c(=O)[nH]c2cc1C | -17% | / | / | -3% | 11% | / | 2% | / | -21%
COc1ccccc1N1C(=O)S/C(=C\c2ccc(C)s2)C1=O | -6% | 0% | 8% | -19% | -5% | i | 7% | -1 | i
C[C@H]1CN([C@@H](C)CO)C(=O)CCCn2nncc2CO[C@@H]1CN(C)Cc1cccc2c1OCCCO2 | -19% | -3% | 12% | 4% | 4% | i | -2% | -4 | i
O=C(CN1CCN(C(=O)CCC(=O)N2CCC(c3ccccc3)=N2)CC1)Nc1ccc(F)cc1 | 19% | -3% | 4% | -15% | -13% | i | 1% | -16 | -4%
C/C(=N\NC(=O)CSc1nc2ccccc2s1)c1ccco1 | / | 10% | 19% | 5% | 5% | i | 24% | -1 | -3%
Cc1cnc2c(C(=O)O)cnn2c1 | -11% | -1% | 3% | 2% | -1% | i | 4% | 6 | i
O=C(CNC(=O)c1ccccc1Cl)N/N=C/c1ccc([N+](=O)[O-])s1 | 8% | -6% | 3% | -9% | 0% | i | -24% | -5 | -9%
COC(=O)[C@@]1(Cc2ccc(OC)cc2)[C@H]2c3cc(C(=O)N4CCCC4)n(Cc4ccsc4Br)c3C[C@H]2CN1C(=O)c1ccccc1 | ? | 13% | 0% | -9% | 9% | i | ? | 0 | -9%

Three of these compounds, reformatted.
Structure	FUS yeast rescue	aSyn rescue	GLP1R ag	Abeta rescue	TDP43 rescue	pAkt inh	GLP1R inv ag	DRD3 antagonist	PTHR1 agonist
Cc1cnc2c(C(=O)O)cnn2c1	-11%	-1%	3%	2%	-1%	i	4%	6	i
COc1ccccc1N1C(=O)S/C(=C\c2ccc(C)s2)C1=O	-6%	0%	8%	-19%	-5%	i	7%	-1	i
O=C1Nc2cc(Cl)c(Cl)cc2N(O)N1c1cccc(Cl)c1	45%	1%	0%	-3%	-18%	/	3%	-23	i

Next part:
SMILES | FUS yeast rescue | aSyn rescue | GLP1R ag | Abeta rescue | TDP43 rescue | pAkt inh | GLP1R inv ag | DRD3 antagonist | PTHR1 agonist
Cc1cc(=O)n2nc(N3CCCC3C(=O)Nc3ccc(C(C)C)cc3)sc2n1 (configuration not stated) | 23% | 8% | -5% | -9% | -6% | i | -22% | 13 | i
O=C(CN1C(=O)CCS(=O)(=O)c2ccccc21)NCc1ccccc1 | 3% | -6% | -11% | 2% | 3% | i | -8% | -10 | i
O=C(N/N=C/C=C/c1ccccc1)NC1CCCCC1 | -11% | ? | 10% | ? | 18µM* | i | ? | 18 | i
Cc1cccc(C)c1OCC(=O)Nc1ccc(N2CCOCC2)cc1 | -19% | 15% | 3% | 3% | ? | i | 6% | -16 | i
Cc1cc([N+](=O)[O-])ccc1NCc1ccccc1 | -6% | 3% | 15% | -43%[inhibitor] | ? | i | 12% | -6 | -37%[inhibitor]
Cc1cc(C)cc(OCC(=O)NNC(=O)CN2C(=O)c3ccccc3C2=O)c1 | -2% | 9% | -16% | 9% | 9% | i | 4% | 5 | -42%[inhibitor]
O=C(CSc1ccccn1)Nc1nncs1 | ? | -22% | -14% | -14% | -11% | i | 0% | ? | 22%[57.5 µM]
CCCc1nc2c(c(=O)c3ccccc3n2C)c(=O)n1-c1ccc(F)cc1 | / | -1% | -2% | -5% | 0% | i | 6% | 0 | -10%
COc1ccc(NC(=O)/C(C#N)=C/c2c(C)nn(-c3ccc(F)cc3)c2Cl)cc1OC | 29% | -3% | 0% | -4% | 12% | i | ? | 18 | -36%[inhibitor]
O=C(CNC(=O)Cc1ccccc1)N=Nc1c(O)n(Cc2ccc3c(c2)OCO3)c2ccccc12 | 25% | -9% | 5% | -14% | -12% | i | 4% | -4 | 2%
COC1=CC(=O)C=C(OC)C1(O)CC(C)=O | -15% | -1% | 0% | -24% | 15% | i | 32%[activator] | -56* | -8%
O=C(N/N=C/c1ccc2c(c1)OCO2)c1ccc2ccccc2n1 | -1% | -2% | 5% | -12% | -9% | i | ? | -11 | -12%
CCN1CCCC1CNC(=O)c1ccc2c(=O)n(CCOC)c(=O)[nH]c2c1 (configuration not stated) | 5% | -1% | -11% | 4% | -7% | i | -11% | 16 | i
O=C(NCCN1CCNC1=O)C1CCC(=O)N(CCc2ccccc2)C1 (configuration not stated) | / | 4% | -17% | -12% | 13% | i | 11% | -10 | -19%

From PubChem BioAssay
